# Compound activity (PubChem)
# hcDAF12 agonist = H. contortus DAF-12 activation, primary screen | HEK293 hcDAF-12 lit1-tk-luc reporter, luminescence; 0% DMSO, 100% Δ7-dafachronic acid | activation, % at 6.8 µM | 370,000 tested, 1.4% active | AID 652067;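 active means activation above the mean of all tested compounds plus 3 SD, cut at about 5.5% in these data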;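 further: 100% = response to 3 µM Δ7-dafachronic acid high control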
# ADAM10 inh = inhibitors of human ADAM10. recombinant ADAM10, EDANS/DABCYL FRET peptide cleavage, 3 h. inhibition, % at 7 µM. 370,000 tested, 0.62% active;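 active means inhibition above a per-campaign cutoff equal to the mean of compounds falling between control-based bounds plus 3 SD, cut at about 20% in these data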;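 further: 0% = DMSO wells while the 100% control is not disclosed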
# DAX1 inh-1 = blocks DAX1 repression of SF-1 activated StAR promoter | 370,000 tested, 1.1% active | AID 652010 | inhibition, % at 6.8 µM | HEK293T StAR-luciferase reporter, SF-1/DAX-1 repression relief;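 active means inhibition above the mean over all tested compounds plus 3 SD, cut at about 3.6% in these data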;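 further: 0% = DAX-1 cells with DMSO and 100% = cells lacking DAX-1 with DMSO; higher inhibition means more luminescence from relief of DAX-1 repression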
# hgDAF-12 ag = hgDAF-12 agonism, primary luciferase screen; 370,000 tested, 1.8% active; AID 687014; activation, % at 6.8 µM; HEK293 GAL4-hgDAF12 UAS-luciferase reporter, agonist luminescence; normalized to butyrate control;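 active means activation above a cutoff set at the mean of all screened compounds plus 3 SD, cut at about 10% in these data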;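 further: 0% = DMSO wells and 100% = sodium butyrate wells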
# HGIII-sPLA2 inh = Blocks human group III sPLA2 activity; Q9NZ20; QFRET BODIPY PC-A2 liposome hydrolysis, fluorescence; inhibition, % at 12.2 µM; 370,000 tested, 0.56% active;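 active means inhibition above mean plus 3 SD of compounds lying within the high and low control bounds, cut at about 19% in these data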;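 further: 0% = median of test compound wells and 100% = no enzyme DMSO wells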
# Target sequence (Q9NZ20 whole entry, looked up): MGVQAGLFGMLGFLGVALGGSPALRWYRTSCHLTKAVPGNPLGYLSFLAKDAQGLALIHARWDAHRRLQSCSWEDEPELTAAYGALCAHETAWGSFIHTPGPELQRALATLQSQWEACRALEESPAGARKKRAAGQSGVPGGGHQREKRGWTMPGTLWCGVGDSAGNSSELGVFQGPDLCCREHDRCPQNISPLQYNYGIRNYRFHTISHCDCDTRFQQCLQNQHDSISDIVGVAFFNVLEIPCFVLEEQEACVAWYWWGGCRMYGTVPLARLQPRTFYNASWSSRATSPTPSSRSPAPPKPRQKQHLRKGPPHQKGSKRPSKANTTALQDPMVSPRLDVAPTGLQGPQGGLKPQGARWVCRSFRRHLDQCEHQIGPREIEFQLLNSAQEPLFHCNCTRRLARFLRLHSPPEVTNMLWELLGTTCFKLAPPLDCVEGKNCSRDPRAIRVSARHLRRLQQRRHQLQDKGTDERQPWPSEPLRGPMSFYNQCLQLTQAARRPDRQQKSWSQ
# SMARCA2 activ = increases SMARCA2 function in MMTV reporter cells; MG213 cells, MMTV-luciferase reporter, dexamethasone, overnight; activation, % at 9.1 µM; 370,000 tested, 1% active; AID 652017; in the data active means activation above about 7.8%;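 further: 0% = vehicle wells and 100% = reference activator wells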
# NPR1 activator = GC-A (human) enzyme activation; P16066; HEK293 GC-A cells, cGMP TR-FRET, EC30 ANP; 0% at EC30 ANP, 100% saturating ANP; activation, % at 10 µM; 370,000 tested, 0.14% active; AID 1671463; in the data active means activation above about 40%
# DAX1 inh-2 = inhibits human nuclear receptor DAX1. inhibition, % at 6.75 µM. P51843. 340,000 tested, 0.99% active. AID 504766. HEK293 Gal4-DAX1 luciferase reporter, luminescence;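 active means inhibition above the mean over all tested compounds plus 3 SD, cut at about 4.2% in these data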;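 further: 0% = DAX1-transfected cells with DMSO and 100% = empty-vector control cells with DMSO; inhibition shows as a rise in luminescence from relieved DAX1 repression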
# Target sequence (P51843 207-470 limits assumed): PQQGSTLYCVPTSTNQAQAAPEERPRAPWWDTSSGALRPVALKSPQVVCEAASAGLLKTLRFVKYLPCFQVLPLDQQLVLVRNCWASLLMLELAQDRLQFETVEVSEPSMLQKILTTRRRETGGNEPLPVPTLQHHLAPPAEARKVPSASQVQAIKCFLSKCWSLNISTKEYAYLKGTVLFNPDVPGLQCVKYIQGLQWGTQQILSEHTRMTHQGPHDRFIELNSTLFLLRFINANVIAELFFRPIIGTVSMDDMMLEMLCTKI
# ssDAF-12 act = activators of S. stercoralis DAF-12 nuclear receptor | HEK293 ssDAF-12/GRIP1 lit1-tk-luc reporter, luminescence; % of 3 µM dafachronic acid response | activation, % at 6.8 µM | 370,000 tested, 1% active;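 active means activation above the mean over all tested compounds plus 3 SD, cut at about 0.9% in these data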;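 further: 0% = DMSO-only wells and 100% = 3 µM delta7-dafachronic acid wells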
# NPR2 activator = GC-B (human) receptor activation; P20594; activation, % at 10 µM; HEK293-GC-B cells, CNP EC30, cGMP TR-FRET; 0% at EC30 CNP, 100% saturating CNP; 370,000 tested, 0.11% active;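 active means activation at 10 µM reaching about 35% in either raw or pattern-adjusted values, limit read from the data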
# FXN GAA850 act = frataxin GAA850 promoter activation. activation, % at 6 µM. HEK293 lucGAA850 FXN promoter luciferase reporter, 24 h; percent of 10 µM SAHA response. AID 540364. 360,000 tested, 0.56% active;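 active means activation above the average of all compounds screened plus 3 SD, cutoff fixed separately per campaign, cut at about 7.5% in these data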;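 further: 0% = DMSO wells and 100% = 10 µM SAHA wells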
# * hit, by the source's call; i = inactive; . = not tested or not shown. No enrichment for hits; any-hit rate near 6.6%.
1	c1ccc(N2N=C(c3cccs3)CC2c2ccco2)cc1 (stereo not given)
2	O=C(OC12CCCN(C1)/C(=C/c1ccccc1)C2)c1ccccc1 (stereo not given)
3	C/C(CCC(C)C)=N\NS(=O)(=O)c1ccc(C)c([N+](=O)[O-])c1
4	CCOC(=O)[C@H]1[C@H]2COc3ccc(OC)cc3[C@@H]2N2C(=O)c3ccccc3NC(=O)[C@@]12C
5	O=Cc1cc(Br)c(OC(=O)N2CCOCC2)c(Br)c1
6	O=C(Oc1ccc(Br)cc1)c1cccc(S(=O)(=O)N2CCOCC2)c1
7	O=C1c2ccccc2C(=O)C1c1ccccc1F
8	O=C(Cn1c(=O)oc2ccc(Cl)cc21)Nc1ccon1
compound no.,1,2,3,4,5,6,7,8
hcDAF12 agonist,0.9,-2.8,-0.1,-1.7,0.3,1.9,0.4,-0.7
ADAM10 inh,i,-8.8,-0.5,11.5,5.1,8.4,2.6,-2.9
DAX1 inh-1,0.0,0.0,0.1,-0.3,0.3,0.0,-0.1,-0.4
hgDAF-12 ag,2.2,0.7,0.3,-1.4,0.8,1.6,0.6,3.0
HGIII-sPLA2 inh,2.9,3.6,1.0,2.0,-0.3,0.1,1.9,4.2
SMARCA2 activ,1.5,0.6,-0.5,1.7,-1.1,3.6,0.3,-1.6
NPR1 activator,9.4,4.2,0.3,-0.7,1.1,2.9,-2.6,2.3
DAX1 inh-2,-0.1,.,1.7,0.9,0.7,0.2,-0.9,0.7
ssDAF-12 act,-1.0,-1.1,-1.1,-1.4,-0.6,-1.1,-0.9,0.0
NPR2 activator,-1.9,-8.4,1.9,3.8,-0.8,-8.2,-0.1,0.8
FXN GAA850 act,0.9,.,2.3,-3.2,-0.4,-0.8,0.2,1.9

9	CNC(=O)NC(=O)CSc1cccc(C(F)(F)F)c1
10	Cc1nc2ccccc2c2oc(C(=O)N3CCC(C)CC3)cc12
11	O=C(c1cc(F)c(F)cc1Cl)N1CCOCC1
12	COc1ccc(OC2C(=O)N(c3ccc(C)c(C)c3)C2c2ccc(OC)c(OC)c2)cc1 (stereo not given)
13	O=C(OCC(=O)N1CCCc2ccccc21)c1ccc(C(F)(F)F)cc1
14	O=C(CCC1CCCC1)NCc1ccccn1
15	Cc1cc(C(=O)O[C@H]2CCC[C@@]3(C(=O)N(Cc4ccccc4)c4ccccc43)[C@H]2NC(=O)CCc2ccccc2)no1
16	CCOC(=O)c1ccc(N/C(=N/S(=O)(=O)c2ccccc2)c2ccccc2)cc1
compound no.,9,10,11,12,13,14,15,16
hcDAF12 agonist,-0.9,-1.8,-0.4,-2.1,1.3,1.2,-3.3,-2.5
ADAM10 inh,8.2,-4.8,-4.3,11.6,-3.9,2.8,15.5,9.4
DAX1 inh-1,0.1,-2.5,-0.5,-1.1,2.2,0.6,-0.7,-0.8
hgDAF-12 ag,0.8,-1.7,1.4,-3.8,0.2,0.4,0.8,-2.6
HGIII-sPLA2 inh,-2.4,-5.7,-1.7,-9.4,13.6,1.6,-2.6,-28.8
SMARCA2 activ,-2.3,2.0,-5.5,-5.7,-4.8,-0.2,-3.0,-1.2
NPR1 activator,2.6,9.6,1.7,-4.6,-1.9,3.4,-5.2,1.2
DAX1 inh-2,0.3,-0.1,-0.9,-2.6,-1.1,0.2,.,-1.7
ssDAF-12 act,-1.4,-1.2,-0.8,-2.4,-1.2,-1.1,-1.8,-0.9
NPR2 activator,-3.0,9.9,8.2,2.1,2.2,0.1,1.9,-7.7
FXN GAA850 act,4.1,3.2,0.9,-3.0,3.3,2.6,.,-4.6

# In the list so far, these contain a furan ring, fused or not.
1	c1ccc(N2N=C(c3cccs3)CC2c2ccco2)cc1 (stereo not given)
10	Cc1nc2ccccc2c2oc(C(=O)N3CCC(C)CC3)cc12
compound no.,1,10
hcDAF12 agonist,0.9,-1.8
ADAM10 inh,i,-4.8
DAX1 inh-1,0.0,-2.5
hgDAF-12 ag,2.2,-1.7
HGIII-sPLA2 inh,2.9,-5.7
SMARCA2 activ,1.5,2.0
NPR1 activator,9.4,9.6
DAX1 inh-2,-0.1,-0.1
ssDAF-12 act,-1.0,-1.2
NPR2 activator,-1.9,9.9
FXN GAA850 act,0.9,3.2

# Next entries follow:
17	CCOc1ccc2nc(SCC(=O)Nc3cc4c(cc3C(C)=O)OCO4)[nH]c2c1
18	Cc1ccc2nc3c(c(Nc4ccccc4)c2c1)CCC3
19	COc1ccc(COCC(O)CN2CCCCC2)cc1OC (stereo not given)
20	CN1C(=O)C(C)(C)c2cc(S(=O)(=O)N3CCCC3C(=O)NCc3ccc(F)cc3)ccc21 (stereo not given)
21	Cc1cccc(NC(=O)CSc2cn[nH]n2)c1
22	CCOC(=O)N1C2C=CC(C2)N1C(=O)OCC
23	COc1ccc(C(=O)c2c(C(F)(F)F)oc3c2C(=O)c2ccccc2C3=O)cc1OC
24	CC1(C)C(=O)C=C(N2CCCCC2)c2ccccc21
compound no.,17,18,19,20,21,22,23,24
hcDAF12 agonist,-0.8,-0.9,-0.5,-1.2,0.1,0.6,-1.5,-0.2
ADAM10 inh,-18.4,-3.3,5.7,-4.8,5.3,-11.9,11.1,-9.6
DAX1 inh-1,-0.6,-0.1,0.0,-0.2,0.3,2.3,-3.0,0.5
hgDAF-12 ag,2.2,-0.2,0.6,-0.4,-0.4,2.2,-9.9,3.7
HGIII-sPLA2 inh,0.3,-7.4,3.6,-1.3,-13.8,5.6,9.8,-1.5
SMARCA2 activ,0.8,-2.4,-1.1,-0.8,-1.1,-2.7,-7.7,-1.9
NPR1 activator,-12.9,-10.5,-0.3,0.3,2.0,5.3,-3.0,-4.8
DAX1 inh-2,-0.5,-0.4,1.2,-0.1,0.5,0.8,-2.0,1.0
ssDAF-12 act,-1.3,-1.1,-0.3,-1.4,0.2,-0.9,-2.1,-0.9
NPR2 activator,-4.0,-9.6,1.5,6.5,-0.7,2.5,1.8,-7.2
FXN GAA850 act,-0.2,-1.3,0.8,1.6,-1.3,0.5,-2.0,-0.8

25	Cc1cnc(-c2nc3ccccc3n2C(C(=O)Nc2c(C)cccc2C)C2CC2)cn1 (stereo not given)
26	Cn1c(=O)c2c(ncn2CC(=O)N2CCN(c3ccccc3F)CC2)n(C)c1=O
27	COc1ccccc1NC(=O)CN1CCN(c2ccc(Cl)cc2)CC1
28	Cc1ccc(-c2nc3ccccc3o2)cc1NC(=O)c1ccc2c(c1)OCO2
29	COc1cccc2sc3ccc(C#Cc4ccc(N)cc4)cc3c(=O)c12
30	CC(=O)Oc1ccccc1N(C(C)=O)S(=O)(=O)c1cccc([N+](=O)[O-])c1
31	Cc1c(C(=O)OCCOC(C)C)[nH]c2c1C(=O)CC(C)(C)C2
32	CCNc1nc(NC(C)C)nc(N(n2cnnc2)S(=O)(=O)c2ccc(C)cc2)n1
compound no.,25,26,27,28,29,30,31,32
hcDAF12 agonist,-1.5,0.9,-1.5,3.8,1.2,3.1,-0.9,-2.5
ADAM10 inh,-56.0,-1.6,3.6,-29.9,10.3,-4.6,-8.7,8.3
DAX1 inh-1,0.1,0.1,0.5,3.6*,0.9,-0.3,-0.9,-1.2
hgDAF-12 ag,-3.1,0.7,-0.5,11.4*,8.9,-1.2,1.8,-0.2
HGIII-sPLA2 inh,1.7,-0.1,4.7,0.5,-5.7,-8.1,4.6,7.9
SMARCA2 activ,1.7,-0.4,0.4,2.5,2.8,-3.3,-2.2,-3.0
NPR1 activator,-2.8,4.6,-0.8,11.5,-1.9,-1.1,1.2,-4.0
DAX1 inh-2,.,-0.7,0.0,2.1,0.8,0.0,-0.1,-0.5
ssDAF-12 act,-0.8,-0.8,-1.0,2.0*,-0.9,-1.6,-1.6,-1.2
NPR2 activator,-0.3,-2.5,-1.1,-0.7,-2.6,2.5,-3.2,-0.2
FXN GAA850 act,.,1.3,-1.1,2.7,0.7,1.1,10.0*,2.4

33	N#Cc1ccc2c(c1)nc1ccccn12
34	N#CCCCCn1ccc(NC(=O)c2ccc(Cl)cc2O)n1
35	COc1ccc(NC(=O)N2CCc3cc(OC)c(OC)cc3C2)cc1
36	C=CCN(C(=O)c1csnn1)C(C(=O)NC1CCCC1)c1ccc(Cl)cc1 (stereo not given)
37	O=C(Nc1cccc(-n2cccn2)c1)C1CCCN(Cc2ccccc2F)C1 (stereo not given)
38	CCC(Cc1ccccc1)NS(=O)(=O)c1ccc2c(c1)NC(=O)CS2 (stereo not given)
39	CN(C)CCCN(C(=O)CCOc1ccccc1)c1nc2ccc(F)cc2s1
40	COC(=O)c1cc(C(=O)N2CCN(c3cccc(C)c3C)CC2)cc([N+](=O)[O-])c1
compound no.,33,34,35,36,37,38,39,40
hcDAF12 agonist,-1.4,-0.3,-3.1,-0.1,-0.5,-1.7,-1.5,-2.6
ADAM10 inh,i,-156.2,-12.2,4.4,-2.9,15.5,4.0,3.8
DAX1 inh-1,0.5,0.0,-0.6,-0.3,0.1,-0.4,0.4,-2.1
hgDAF-12 ag,5.6,5.0,-1.1,-1.5,-4.5,0.4,-2.6,1.1
HGIII-sPLA2 inh,-1.5,-5.8,2.9,6.4,-23.3,-22.1,-1.7,-3.4
SMARCA2 activ,4.3,-4.8,-0.6,-3.4,-3.5,-3.8,-12.2,-5.4
NPR1 activator,0.6,-4.1,-1.8,-23.4,-4.8,-5.3,-4.9,-8.0
DAX1 inh-2,-0.5,-1.0,-0.8,1.4,1.3,0.4,-1.9,-1.7
ssDAF-12 act,-1.2,-1.2,-1.7,-0.6,-1.1,-1.5,-0.9,-1.8
NPR2 activator,-6.9,0.8,-6.1,-7.9,-4.7,-0.2,-8.0,-0.9
FXN GAA850 act,2.7,0.9,2.7,-0.2,-2.7,1.4,-2.1,-2.1

41	O=C(CCC(=O)N1CCCc2ccccc21)N1CCN(S(=O)(=O)c2ccccc2)CC1
42	Cc1ccc(CN2CC(C(=O)N3CC=C(c4ccccc4)CC3)CC2=O)cc1 (stereo not given)
43	N/C(=N\OC(=O)Cc1ccccc1[N+](=O)[O-])c1ccc(Br)cc1
44	CC(NC(=O)C1CCCC1)c1ccccc1 (stereo not given)
45	COc1ccc(NC(=O)Nc2ccccc2SC)cc1
46	COc1ccc(CN2C(=O)C(CC(=O)NCCc3ccccn3)CC(C(=O)N(C)C)=C2C)cc1 (stereo not given)
compound no.,41,42,43,44,45,46
hcDAF12 agonist,-0.6,-2.2,-2.4,-2.5,-0.9,-0.1
ADAM10 inh,12.6,8.2,13.1,2.8,9.5,-351.6
DAX1 inh-1,0.5,-3.0,0.0,0.1,0.8,-0.6
hgDAF-12 ag,-1.9,-0.6,2.1,-1.6,9.5,1.3
HGIII-sPLA2 inh,7.7,-16.6,-29.8,12.8,6.2,4.2
SMARCA2 activ,-1.6,-5.3,0.7,-2.1,2.9,-4.2
NPR1 activator,1.1,-1.0,4.8,0.6,5.0,0.3
DAX1 inh-2,1.5,-0.5,-0.1,-0.6,-0.3,3.4
ssDAF-12 act,-1.6,-1.2,-1.5,-1.5,-1.3,0.2
NPR2 activator,0.0,0.8,-0.7,1.9,4.5,2.5
FXN GAA850 act,0.2,-0.6,0.2,2.0,3.2,0.6
